Source: PubChem (several laboratories)
LRH-1 inv ag = inverse agonists of human LRH-1 (NR5A2). O00482. HEK293T StAR-luciferase reporter, LRH-1 transfected, 24 h. inhibition, % at 3.6 µM. 360,000 tested, 0.13% active. AID 602396;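 active = inhibition above the mean inhibition of all tested compounds plus 3 SD, cut at about 73% in these data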;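 note: 0% = DMSO wells and 100% = reporter-only cells lacking LRH-1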
KKLEB tox = CF airway cell cytotoxicity counter-screen. KKLEB CF airway cells viability, ATPlite luminescence, overnight; hits give low values; cells stimulated with P. aeruginosa culture filtrate. activity change (cytotoxicity), % at 5 µM. 360,000 tested, 0.36% active. AID 602141;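 active = corrected activity change at or below -50% at 5 µM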
NCOA1 inh = inhibitors of human steroid receptor coactivator 1 (SRC1); Q15788; 360,000 tested, 0.12% active; HEK293 GAL4-SRC1 luciferase reporter, luminescence; inhibition, % at 3.6 µM; AID 588354;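 active = inhibition above the campaign mean plus 3 SD, with each screening campaign given its own cutoff, cut at about 60% in these data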;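 note: 0% = DMSO treated cells and 100% = gossypol at 36 µM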
CF NFkB inh = blocks PAF-induced NF-kB reporter in cystic fibrosis cells. inhibition, % at 5 µM. AID 588850. KKLEB NF-kB-GFP reporter, GFP fluorescence overnight. 360,000 tested, 0.86% active;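 active = at least 50% inhibition at 5 µM, scaled per plate between neutral and stimulator controls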;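 note: PAF is a Pseudomonas aeruginosa culture filtrate used as stimulus; plate controls were PAF-stimulated DMSO wells for no effect and unstimulated DMSO wells for full effect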
NCOA3 inh = inhibitors of human steroid receptor coactivator 3 (SRC3) | inhibition, % at 3.6 µM | HEK293 GAL4-SRC3 luciferase reporter, luminescence | 360,000 tested, 0.17% active | Q9Y6Q9;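 active = inhibition above a per-campaign cutoff, the mean of all compounds plus 3 SD, cut at about 60% in these data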;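 note: 0% = DMSO-treated cells and 100% = gossypol-treated cells at 36 µM; higher means less SRC3-driven luciferase light from the GAL4 reporter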
EBV LMP1 NFkB = reduces LMP1-driven NF-kappaB luciferase signal. LMP1-induced NF-kappaB luciferase reporter cells, luminescence. inhibition, % at 12.5 µM. 350,000 tested, 0.69% active; in the data active = inhibition above about 41%;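 note: 0% = neutral control wells and 100% = reference inhibitor control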
TWEAK Fn14 block = TWEAK-Fn14 signaling inhibition; TWEAK-stimulated Fn14 reporter cells, luciferase luminescence, 8 h; inhibition, % at 10 µM; 360,000 tested, 2% active; in the data active = inhibition above about 50%
COUP-TFII inh = inhibitors of human COUP-TFII (NR2F2); inhibition, % at 8.6 µM; P24468; AID 686940; 370,000 tested, 0.7% active; HEK293T NGFI-A luciferase reporter, luminescence;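 active = inhibition above a per-plate cutoff, mean inhibition of test wells between control levels plus 3 SD, cut at about 38% in these data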;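 note: cells cotransfected with COUP-TFII expression vector driving the NGFI-A reporter; 0% = median of COUP-TF2 test wells and 100% = reporter-only cells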
TRAIL sens C8 = sensitizes caspase-8 expressing cells to TRAIL | NB7+C8 cells + TRAIL, ATPlite viability luminescence | inhibition (viability loss, TRAIL sensitization), % at 10 µM | 360,000 tested, 1% active | AID 624354;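 active = compounds causing at least 50% loss of cell viability in the single-dose screen, relative to plate controls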
Shn3 inh set2 = reduces Shn3 3'UTR luciferase signal in osteoblasts; AID 588674; inhibition, % at 12.5 µM; Clone20 osteoblast Shn3 3'UTR firefly luciferase, 24 h; 360,000 tested, 0.52% active;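 active = mean inhibition of at least 75% with every replicate also reaching 75%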;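 note: 0% = median of neutral control wells and 100% = pilot-screen positive control compound; some compounds past the cut are filed as inactive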
TROY NFkB inh = blocks TROY-dependent signaling in reporter cells | Q293 LMP1-TROYcd NF-kB luciferase reporter, 4 h | inhibition, % at 10 µM | 360,000 tested, 0.98% active;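 active = compounds whose plate-normalised and pattern-corrected inhibition of the luciferase reporter signal at the single screening dose is 50% or more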
* = called active by the depositor; · = no result given; & = joins results of further samples. Some of the compounds tested; count on the stated rates, not on these rows.

SMILES	LRH-1 inv ag	KKLEB tox	NCOA1 inh	CF NFkB inh	NCOA3 inh	EBV LMP1 NFkB	TWEAK Fn14 block	COUP-TFII inh	TRAIL sens C8	Shn3 inh set2	TROY NFkB inh
CCOC(=O)C1=C(COC(=O)C(CC)Oc2ccccc2)NC(=O)NC1C (stereo not drawn)	-12	-2	-14	11	1	3	6	-15	-4	-64	-3
CN1CCc2c(sc3c2c(=O)n(-c2ccccc2)c2nnc(SCc4ccccc4)n32)C1	14	-6	-7	1	8	3	-2	-6	-19	14	-12
O=S(=O)(NCC(Nc1ccc(Cl)cc1)c1ccccc1)c1ccc(Cl)cc1 (stereo not drawn)	-8	-2	9	13	3	-2	69*	-2	8	52	51*
CC(C)C[C@H]1CN([C@@H](Cc2ccccc2)CN2CCC[C@@H]2CN2C(=O)C(=O)NC[C@@H]2Cc2ccccc2)C(=O)C(=O)N1CC1CCCCC1	-4	-16	7	42	15	·	2	-8	8	14	39
Cc1ccc(S(=O)(=O)N2[C@@H](c3cccc(Cl)c3)C(C(=O)OC(C)(C)C)=CC[C@H]2c2cccc(Cl)c2)cc1	-14	-2	-12	14	-3	·	-11	-1	-9	60	3
COc1ccccc1-c1cn(-c2ccccc2)c(=S)[nH]1	10	1	4	-2	7	0	15	1	-6	22	-13
O=C(CN1C(=O)C2CC=CCC2C1=O)Nc1ccc(-c2nnc3n2CCCCC3)cc1 (stereo not drawn)	-34	-15	9	24	1	6	0	-6	-13	-13	4
CCOC(=O)CCC(=O)NNC(=O)COc1ccc(C(C)C)cc1Br	5	-11	9	10	11	5	-4	-11	1	-63	-34
COc1ccccc1C1=NOC(C)(c2nnc(-c3cccc(Cl)c3)o2)C1 (stereo not drawn)	16	-6	-10	-3	9	6	6	1	-2	1	-8
CC(C)(C)n1cnc2cc(NC(=O)c3ccc(Cl)cc3)ccc21	-171	-2	-80	12	-123	-66	7	-48	22	-28	9
O=C(NCCc1ccc(Cl)cc1)C1CCCN(S(=O)(=O)c2cnc[nH]2)C1 (stereo not drawn)	22	-9	12	18	4	-2	-26	18	-10	0	-17
O=C(NCc1ccc2c(c1)OCO2)C1Cc2ccccc2CN1C(=O)c1ccco1 (stereo not drawn)	-22	20	10	-6	9	1	5	-10	-5	-26	-9
Clc1ccc(OCCN2CCOCC2)cc1Cl	-4	1	-8	3	-17	-3	-29	-22	-1	-12	-30
COc1ccccc1C(=O)N1CCCC1(C#N)c1ccccc1 (stereo not drawn)	4	1	-3	0	3	2	-16	6	-1	3	0
O=S(=O)(Nc1nc2ccccc2nc1Cl)c1ccc(F)cc1	17	3	8	-11	7	-3	-13	28	0	2	7
Cc1ccc(Nc2nc(-c3sc(NC(=O)c4ccccc4)nc3C)cs2)cc1	-49	-6	-36	2	-35	24	32	-4	-1	-2	-27
Cc1cccc(COC[C@H](CC(C)C)N2CCN(C(=O)c3ccc(C(F)(F)F)cc3)CCC2=O)c1	14	·	·	·	·	·	-10	4	19	·	3
COc1ccc(OCCCC(=O)Nc2ccc(N3CCCCC3)cc2)cc1	-10	19	10	0	16	-2	2	-7	-6	-2	4
Cc1cc(C)c(C)c(S(=O)(=O)NC(C)C(=O)O)c1C (stereo not drawn)	13	-15	5	-7	7	-3	10	-4	20	-3	12
CC(C)OCCCNC(=O)c1cc(-c2cccnc2)nc2ccccc12	12	3	8	4	11	-2	13	4	-6	8	8
O=C(CN1C(=O)c2ccccc2C1=O)N1CCN(C2c3ccccc3-c3ccccc32)CC1	-4	-8	6	19	21	-6	-2	-28	-5	3	3
Cc1ccc2c(c1)N(CC(=O)N1CCCCC1)C(=O)CO2	1	-4	-6	-7	3	2	4	-6	-2	-11	-1
COc1ccc(-n2cc(CN(C)C3CCOCC3)c(-c3cccc(F)c3)n2)cc1	0	-13	-7	8	14	3	0	-11	-11	-4	-14
COC(=O)C1CCN(C(=O)c2ccc(OC3CCN(Cc4ccccn4)CC3)cc2)CC1	-4	-6	6	2	-1	-5	11	-1	-15	-17	10
CC(C)(C)NCC(O)CON=C1c2ccccc2-c2ccccc21 (stereo not drawn)	-4	-1	11	-23	18	-12	-8	5	3	13	-32
CCC1(c2ccccc2)NC(=O)N(CC(=O)Nc2ccccc2C(=O)N2CCCCC2)C1=O (stereo not drawn)	-16	24	7	-29	11	-3	5	-4	-16	-5	-7
Cc1nnc2sc(SCC(=O)Nc3ccc(Br)cc3)nn2c1=O	-4	9	12	-17	9	-1	7	14	8	5	-6
COc1cccc(-c2noc(CCC(=O)NCCc3ccccc3)n2)c1	-11	2	-55	2	-37	16	33	-10	21	-6	-2
O=C(Cn1cc(COc2ccccc2C(F)(F)F)nn1)c1ccc(O)cc1	7	17	-2	7	-24	-7	7	1	9	6	-5
O=C(NC(N1CCCCCC1)C(Cl)(Cl)Cl)c1ccccc1Cl (stereo not drawn)	-2	9	4	5	-6	-5	-5	6	-2	-21	16
CCOC(=O)CSc1nc2sc3c(c2c(=O)n1CC)CC(C)(C)OC3	19	9	3	-6	-3	3	-12	11	-11	0	-3
COc1ccc(OC)c2c1cc(C(=O)N[C@@H](C)C(=O)N[C@@H](C(=O)O)c1ccccc1)n2C	12	-1	4	-4	5	-4	-3	14	-3	-1	2
Cc1sc(NC(=O)c2ccco2)nc1-c1ccccc1	-167	-10	-206	19	-148	-36	34	-27	26	-24	11
COc1cccc(C(NC(C)=O)c2nc(-c3cnn(C)c3)cs2)c1 (stereo not drawn)	21	9	7	-38	10	·	-12	7	-7	-2	21
COc1ccc(C)cc1Nc1nc(-c2ccccc2O)nc2ccccc12	18	-1	-16	-4	14	-2	-29	8	3	-5	-13
Cc1nn(CC(O)COc2ccc3c(c2)CCC3)c(C)c1Br (stereo not drawn)	-18	-12	-10	9	12	-5	7	1	1	9	-19
COc1ccccc1N1CCN(S(=O)(=O)c2ccc(-c3cnc(C4CC4)o3)cc2)CC1	4	-11	-7	16	-7	-13	-6	-11	-5	11	0
Cc1ccc2cccc(SCC(=O)Nc3ccc(F)cc3)c2n1	13	2	-3	0	-1	-9	-20	21	4	7	-36
COC(=O)c1c(NC(=O)C(C)C)sc(C(=O)N2CCOCC2)c1C	2	3	4	-13	11	-3	-6	1	2	-4	11
O=C(CSc1ncnc2c1oc1ccccc12)Nc1cccc(C(F)(F)F)c1	-10	-1	7	0	7	21	18	-2	-10	-6	26
C/C(=N\Nc1nc2ccccc2s1)c1ccc2c(c1)OCO2	-72	-7	-61	1	-56	-44	-20	-24	-2	-74	12
COc1ccc(-n2nc3c(N4CCC(C(=O)NCCc5ccco5)CC4)nnc(C)c3c2C)cc1	4	2	8	0	-22	1	-15	13	-6	9	6
CCOC(=O)c1c(C)[nH]c(/C(C)=N/NC(=O)c2cccnc2)c1C	-23	11	-14	-8	-11	2	-5	-12	3	-1	-8
O=C(O)c1ccc(-n2ncc(Cl)c(Cl)c2=O)cc1	10	-45	-24	74*	-13	-21	11	·	14	57	-19
C[C@H](CO)N1C[C@H](C)[C@@H](CN(C)S(=O)(=O)c2cn(C)cn2)Oc2ccc(NC(=O)Cn3cnnn3)cc2C1=O	25	19	-13	-18	3	6	0	11	-12	15	16
Cc1cc(-c2nnnn2-c2ccc(C(F)(F)F)cc2)no1	3	1	-3	8	2	-1	-3	-7	-17	10	-25
CCCCCCOc1ccc(C(CC(=O)NC)C(=O)O)cc1 (stereo not drawn)	-13	-19	-31	0	8	-3	-5	5	-4	-7	1
CCN(CC)CCNC(=O)c1cc(S(=O)(=O)N2CCc3ccccc32)cn1C	15	16	-8	-15	-3	-3	-13	-14	7	-4	4
CCN(CC)CCNC(=O)c1ccccc1N	-18	4	6	-4	11	-2	-11	-11	-17	-8	1
CCCc1ccc(C(=O)/C=C/N(C)C)cc1	-14	14	-83	10	-62	-8	24	-5	13	-34	-31
CCCCNC(=O)C1(C)CCN1C(=O)CSc1ccccc1 (stereo not drawn)	-2	4	14	-4	4	·	-5	10	-3	-22	-1
Cc1ccc(NC(=O)c2cc(NC(=O)c3ccco3)ccc2N2CCCCC2)cc1	15	6	-2	-7	12	-4	-45	-18	6	6	-6
CC(CN1CCCC1)C(=O)NN (stereo not drawn)	-16	0	3	-2	30	3	7	-3	-1	-10	8
Cc1ccc(NC(=O)CCN2C(=O)NC3(CCCC3)C2=O)cc1	4	-2	8	1	6	5	0	5	-17	6	-20
CCC(C(=O)N1CCOCC1)n1c2ccccc2c2nc(=O)cc(C)n21 (stereo not drawn)	3	14	-84	-11	-4	1	6	0	-1	5	5
CCOC(=O)NC(NCc1cccc(C(F)(F)F)c1)(C(F)(F)F)C(F)(F)F	3	7	12	-39	20	-7	13	-2	2	10	-11
O=C(C1CCCCC1)N1C[C@@H](n2cc(-c3ccc(F)cc3)nn2)[C@H](O)C[C@@H]1c1ccccc1	11	-4	7	-2	12	0	14	10	6	0	18
COc1ccccc1NC(=O)Nc1nc(C(N)CCc2ccccc2)cs1 (stereo not drawn)	8	-10	-6	-3	0	·	11	0	17	33	7
CCOC(=O)N1CCC(NC(=O)C2CCN(C(=O)c3cc4oc(C)cc4n3Cc3c(F)cccc3Cl)CC2)CC1	-11	3	3	1	12	6	-2	9	-8	5	-1
Cc1ccccc1CNC(=O)CC1C(=O)NCCN1CC1CCCCC1 (stereo not drawn)	-6	0	-15	13	-5	9	-10	4	-3	-9	-5

(continued)
SMILES	LRH-1 inv ag	KKLEB tox	NCOA1 inh	CF NFkB inh	NCOA3 inh	EBV LMP1 NFkB	TWEAK Fn14 block	COUP-TFII inh	TRAIL sens C8	Shn3 inh set2	TROY NFkB inh
Cc1cc2c(c(=O)o1)C(c1cccs1)C(C#N)=C(N)O2 (stereo not drawn)	-15	-4	13	21	4	3	26	9	-9	18	-3
CN(C)/C=C/C(=O)c1ccc(-n2cccc2)cc1	-4	10	-66	-3	-49	24	-3	10	32	-37	-44
Cn1c(=NC(=O)C2CCN(S(=O)(=O)c3cccs3)CC2)sc2ccccc21	5&7	-1&-5	-3&0	-14&7	7&-3	5&11	-24&-7	6&13	1&4	-2&17	23&24
CCn1nccc1NC(=O)c1ccc2sc([C@@H]3O[C@H](CO)[C@H](O)[C@H](O)[C@H]3O)nc2c1	9	-10	0	12	6	·	-15	5	11	-2	-2
CC(C)N1CN(c2ccccc2)C(=S)N(c2ccccc2)C1	0	4	-6	8	15	0	5	6	4	13	15
CCC(=O)Nc1cccc(C(=O)OCc2cccc([N+](=O)[O-])c2)c1	2	8	3	-4	-1	-15	-6	6	1	4	6
Cc1cc(C)nc(SCC(=O)Nc2ccc(S(=O)(=O)Nc3nccs3)cc2)n1	-19	3	7	-2	13	5	-20	-6	-9	-14	11
O=C(CNC(=O)c1cccs1)Nc1ccc2c(c1)OCCO2	-111	-10	-91	2	-62	1	27	-66	29	-43	-17
